S aureus QS inh = S. aureus quorum sensing inhibition; 24,000 tested, 0.3% active; S. aureus RN6390 RNAIII-GFP reporter, AIP-induced, flow cytometry 3 h; inhibition, % at 2 µM;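 active means share of bacteria positive for the green fluorescent reporter and its mean brightness both inhibited by 50% or more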;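 further: 0% = AIP-stimulated control and 100% = unstimulated bacteria without AIP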
S aureus QS inh GFP MFI % = recorded beside S aureus QS inh, whose call it bears; inhibition, %; measured here: inhibition of GFP MFI
* hit, by the source's call.

Values run as follows: S aureus QS inh	S aureus QS inh GFP MFI %
Cn1c(=O)cc(OCC(=O)NC2CCCCC2)c2ccccc21
 : 0	5
Cc1nnc(N(Cc2ccco2)C(=O)c2cccc(C#N)c2)s1
 : -1	14
COC(=O)c1ccc(OCc2nc(N)nc(N3CCOCC3)n2)cc1
 : 2	31
O=C(CC(=O)c1cc(Cl)ccc1O)c1ccccc1
 : -5	-7
CCN(CCNC(=O)c1cccc(N2CCCC2=O)c1)c1ccccc1
 : -4	-3
Cn1c(=O)c2c(ncn2CC(=O)OCC(=O)NC2CCCc3ccccc32)n(C)c1=O (stereo unspecified)
 : 0	10
CCOc1ccccc1-c1nc(C(N)=O)c2[nH]c(=O)n(-c3cccc(C)c3)c2n1
 : 27	31
Cc1cc(C)c(C(=O)CSc2nnc(-c3ccccc3Br)o2)cc1C
 : 3	7
CCNC(=O)C1CC(=O)N(Cc2ccc3c(c2)OCO3)C(=Nc2ccc(OCC)cc2)S1 (stereo unspecified)
 : -1	0
O=C(CN1CCN(C(=O)c2cccs2)CC1)Nc1ccc(Br)cc1
 : -3	-5
CCOc1ccc2ccccc2c1C(=O)N1CCN(c2ccccc2)CC1
 : -3	-2
O=C(NCCN1CCN(c2ccccc2)CC1)C1CCN(S(=O)(=O)c2cccc3nonc23)CC1
 : -2	-5
COc1ccc(C2c3c(oc4ccccc4c3=O)C(=O)N2Cc2ccncc2)cc1OC (stereo unspecified)
 : -8	-12
C=CCn1c(NC)cc(=O)n(C)c1=O
 : -2	-13
CCC1Oc2ccc(C)cc2N(CC(=O)NCCC2=CCCCC2)C1=O (stereo unspecified)
 : -3	-11
Cc1nc(S(=O)(=O)N2CCOCC2)c(C#N)c(C)c1Cl
 : -1	-7
C/C=C/Cn1c(Br)nc2c1c(=O)[nH]c(=O)n2C
 : 0	-11
CC(=O)OCC(=O)[C@@]1(O)CC[C@H]2[C@@H]3CCC4=CC(=O)CC[C@]4(C)[C@H]3C(=O)C[C@@]21C
 : -4	-19
Cc1cc(NC(=O)CCOc2ccccc2)no1
 : -3	-1
C/C(=N\O)C1(C)N(O)C(C)(C)C(c2ccc(Br)cc2)=[N+]1[O-] (stereo unspecified)
 : -3	-2

Next section.
Values run as follows: S aureus QS inh	S aureus QS inh GFP MFI %
CCCn1c2ccccc2c2nnc(SCC(=O)Nc3ncccn3)nc21
 : 4	15
CC1Cc2ccccc2N1C(=O)CSc1nnc2n1C(C)(C)Cc1ccccc1-2 (stereo unspecified)
 : 36	58
CCN(CCCNC(=O)C1CCN(S(=O)(=O)c2c(C)[nH]c(=O)[nH]c2=O)CC1)c1cccc(C)c1
 : 0	-3
CCOc1ccc2[nH]c(C)c(CN3CCCCC3)c(=O)c2c1
 : -4	-13
c1ccc(CC2CNc3ccccc3CN2)cc1 (stereo unspecified)
 : -1	-2
COc1ccc(NC(=O)CSC2=NC(=O)CC(C)=N2)cc1
 : -2	-7
COc1ccc(OC)c(NC(=O)C(CC(C)C)NC(=O)C2CCCCC2)c1 (stereo unspecified)
 : 1	12
CC(=O)C1=C(O)C=C(c2ccco2)CC1c1ccco1 (stereo unspecified)
 : 12	21
c1cc(-c2nn[nH]n2)ccc1CN1CCCCC1
 : -2	-17
O=C1c2ccccc2C(Nc2cccnc2)N1Cc1ccccc1Cl (stereo unspecified)
 : 3	11
O=C(CN1CCN(Cc2ccccc2)CC1)Nc1ccc(Cl)cn1
 : -1	2
COC(=O)CNC(=O)Cn1cnc2sc(C)c(S(=O)(=O)N3CCC(C)CC3)c2c1=O
 : 0	12
O=C(O)C1CCC(CNCc2cccnc2)CC1 (stereo unspecified)
 : 1	-6
Cc1ccc(C(=O)OCC(=O)Nc2sc3c(c2C#N)CCC3)cc1
 : 0	-1
COc1ccc2c(c1)CCc1c(C(=O)N3CC4(C)CC3CC(C)(C)C4)noc1-2 (stereo unspecified)
 : 7	13
COc1cccc(C(=O)OCn2nnc3ccccc3c2=O)c1
 : -3	-11
COc1ccccc1CNC(=O)CCS(=O)(=O)c1cccs1
 : -2	4
COC(=O)CC1C(=O)NCCN1C(=O)NC1CCCCC1 (stereo unspecified)
 : -1	0
CC1CCCCN1C(=O)CSc1nc2ccsc2c(=O)n1Cc1ccccn1 (stereo unspecified)
 : -3	-40
CCCc1cc2c(cc1NS(=O)(=O)c1ccc(CCNC(C)=O)cc1)OCO2
 : -3	-6

In a second layout: entries from further up
Molecule	S aureus QS inh	S aureus QS inh GFP MFI %
COC(=O)CNC(=O)Cn1cnc2sc(C)c(S(=O)(=O)N3CCC(C)CC3)c2c1=O	0	12
O=C(O)C1CCC(CNCc2cccnc2)CC1 (stereo unspecified)	1	-6

(cont.)
Values run as follows: S aureus QS inh	S aureus QS inh GFP MFI %
Cc1cc(C)c(C(=O)CC2(O)C(=O)Nc3ccccc32)cc1C (stereo unspecified)
 : 0	-1
Cc1noc(/C=C/N(C)C)c1S(=O)(=O)N1CCCC(C(=O)N2CCc3ccccc32)C1 (stereo unspecified)
 : 2	5
CCC(C)(C)n1nnnc1C(c1ccc(OC)c(OC)c1)N1CCN(c2ccccc2)CC1 (stereo unspecified)
 : 0	-2
CCOC(=O)N1CCN(C(=O)c2ccc3c(c2)ncn3C2CCCC2)CC1
 : 0	0
COc1ccc(Cl)cc1NC(=O)Cn1cccc1
 : 0	20
Nc1cc(Cl)ccc1Oc1ccccc1
 : -3	-16
O=C(Nc1ccc2c(c1)OCO2)c1cc(C2CC2)on1
 : 16	24
COc1ccccc1NC(=O)CN1C(=O)CCS(=O)(=O)c2ccccc21
 : -4	-31
Cc1ccc(-c2cc(C(F)F)nc(NCc3cccnc3)n2)cc1
 : -1	-48
CC(C)N(C(=O)CSc1nnc(-c2cc3ccccc3cc2O)n1Cc1ccco1)C(C)C
 : -1	-21
COC(=O)c1ccc(Nc2cc(C)nc3nc(C)nn23)cc1
 : -1	0
CC(=O)c1cc(-c2ccccc2)n(CC(=O)N2CCC(N3CCCCC3)CC2)c1C
 : -5	-7
O=C(c1cc(C2CC2)on1)N1CCN(C(c2ccccc2)c2ccccc2)CC1
 : 24	41
Cc1ccccc1NC(=O)C1CCCN(S(=O)(=O)c2cnc[nH]2)C1 (stereo unspecified)
 : -2	-20
CCOC(=O)c1ccc(N2Cc3cc(C)c(C)cc3C2)cc1O
 : 0	-6
COc1ccc(OC)c(-c2cc(C(=O)Nc3c(C)nn(Cc4ccccc4C)c3C)no2)c1
 : 8	47
O=C(c1ccco1)N1CCN(S(=O)(=O)c2ccc3c(c2)CCN3C(=O)C2CC2)CC1
 : 7	13
O=C(NCC(c1cccnc1)N1CCN(c2ccccc2F)CC1)OCc1ccccc1 (stereo unspecified)
 : 11	66
COc1cccc(C2C(C(=O)OCc3ccccc3)=C(C)Nc3ncnn32)c1OC (stereo unspecified)
 : 1	9
O=C(CN1CCCN(Cc2ccc(F)cc2Cl)C1=O)NCc1ccccc1
 : -2	-8

Some of these compounds in order of formula weight, highest first.
Values run as follows: S aureus QS inh	S aureus QS inh GFP MFI %
CCC(C)(C)n1nnnc1C(c1ccc(OC)c(OC)c1)N1CCN(c2ccccc2)CC1 (stereo unspecified)
 : 0	-2
COc1cccc(C2C(C(=O)OCc3ccccc3)=C(C)Nc3ncnn32)c1OC (stereo unspecified)
 : 1	9
COc1ccccc1NC(=O)CN1C(=O)CCS(=O)(=O)c2ccccc21
 : -4	-31
CCOC(=O)N1CCN(C(=O)c2ccc3c(c2)ncn3C2CCCC2)CC1
 : 0	0
Cc1ccccc1NC(=O)C1CCCN(S(=O)(=O)c2cnc[nH]2)C1 (stereo unspecified)
 : -2	-20
COc1ccc(Cl)cc1NC(=O)Cn1cccc1
 : 0	20

Other entries.
Values run as follows: S aureus QS inh	S aureus QS inh GFP MFI %
CCOC(=O)CN1CC23C=CC(O2)C(C(=O)NCc2ccc(F)cc2)C3C1=O (stereo unspecified)
 : -2	-31
CCOc1cc2[nH]c(=O)n(CCCCC(=O)N3CCCCCC3)c(=O)c2cc1OCC
 : 5	19
COc1cc2[nH]c3c(=O)n(CCN(C(C)C)C(C)C)cnc3c2cc1OC
 : 6	20
Cn1cc(Br)c(C(=O)NC2CCCCC2)n1
 : -1	-1
CC(NC(=O)c1ccc(Cl)cc1)C(=O)NC1=NCCS1 (stereo unspecified)
 : -3	-11
CCn1c(SCC(=O)Nc2cc(C)on2)nc2sc3c(c2c1=O)CCCC3
 : 6	21
CCN(CC)S(=O)(=O)c1ccc2[nH]cc(C(=O)NCCc3ccccc3)c(=O)c2c1
 : 0	-3
COCCCn1c(SCC(=O)Nc2cccc(C)n2)nnc1-c1ccco1
 : 0	-5
Cc1ccc2c(c1)c(C)c(C)n2CC(O)CN1CCCCC1C (stereo unspecified)
 : 0	6
CC1=C(C(=O)NCc2ccccc2)C(c2ccccc2OCC(N)=O)NC(=O)N1 (stereo unspecified)
 : 2	19
CCOC(=O)c1cc(-c2ccccc2)sc1N
 : -2	-11
Cc1ccc(NC(=O)CSc2nnc(-c3cnccn3)n2Cc2ccco2)cc1C
 : -1	-6
O=C(CSc1ncnc2ccccc12)N1CCCC1
 : 0	15
CCN(CC)S(=O)(=O)c1ccc(F)c(C(=O)NCCC(C)C)c1
 : -1	-12
CCNc1c2c3c(cccc3n(C)c1=O)C(=O)c1ccccc1-2
 : 11	24
CCOC(=O)c1ccc(NC(=O)CS(=O)(=O)c2cn(CC)c3ccccc23)cc1
 : 20	42
O=C(CSc1nnc(-c2c[nH]c3ccccc23)o1)N(Cc1ccccc1)c1ccc(F)cc1
 : 20	38
Cc1ccc(/C=c2\s/c(=C(/C#N)C(=O)N3CCCC3)n(Cc3ccco3)c2=O)s1
 : 10	26
O=C1CSC(c2cn(-c3ccccc3)nc2-c2cc3ccccc3oc2=O)N1Cc1ccco1 (stereo unspecified)
 : 42	51
O=C(Cn1c(SCC(=O)N2CCCc3ccccc32)nc2ccccc21)N1CCCC1
 : 1	2

Carrying on:
Values run as follows: S aureus QS inh	S aureus QS inh GFP MFI %
CCCCOc1ccccc1NC(=O)CSc1nnnn1C(C)(C)C
 : 1	8
CCOC(=O)c1cnn(-c2cc(C)nc3c(-c4ccccc4)c(C)nn23)c1N
 : -2	-1
O=C(Nc1nccs1)C1CCN(S(=O)(=O)c2cnc[nH]2)CC1
 : 0	26
Brc1ccc(C2=Nn3c(nnc3-c3ccncc3)SC2)cc1
 : -2	-9
CN(CC(=O)NCc1ccc2c(c1)OCO2)S(=O)(=O)c1ccc(Br)s1
 : 5	10
CC(C)OCCCNC(=O)CNC(=O)c1cccs1
 : -2	-15
CC(=O)SCCC(=O)Nc1ccccc1
 : -3	-9
CCC(=O)Nc1nonc1-c1nc2ccccc2n1CCC(C)C
 : -1	-19
CCC(=O)N1CCc2cc(Br)cc(S(=O)(=O)NCCN3CCOCC3)c21
 : 3	17
CCOC(=O)C(NC(=O)N1CCCCC1)(c1ccccc1)C(F)(F)F (stereo unspecified)
 : 0	56
COc1cc(C2C(C(=O)Nc3ccccc3OC)=C(C)Nc3ncnn32)ccc1O (stereo unspecified)
 : 0	6
Cc1cc2cc(CN3C(=O)c4ccccc4C3=O)ccc2n1C
 : 1	-7
CCN(CCCNC(=O)C1CCN(S(=O)(=O)c2cnc[nH]2)CC1)c1cccc(C)c1
 : -2	1
O=C(NCCCN1CCN(c2ccccc2F)CC1)Nc1ccc(F)cc1
 : -3	0
COc1ccc(NC(=O)C2C3C=CC4(CN(Cc5cccnc5)C(=O)C24)O3)c(OC)c1 (stereo unspecified)
 : -1	1
CCSc1nc(O)c(C2OC(=O)c3c2ccc(OC)c3OC)c(=O)n1-c1ccccc1 (stereo unspecified)
 : -2	-5
COc1ccc(-c2cc(C(=O)NC(C)C)no2)cc1
 : -3	-7
CC(CCc1ccccc1)NCc1ccncc1 (stereo unspecified)
 : -2	-15
CCCN(CCC)Cc1c(C(=O)OCC)nnn1-c1nonc1N
 : 5	38
O=C(Cc1ccc(F)cc1)N(c1ccccc1)C1C=CS(=O)(=O)C1 (stereo unspecified)
 : 1	15

Next part:
Values run as follows: S aureus QS inh	S aureus QS inh GFP MFI %
O=C(Cn1ncc2c1-c1ccccc1OC2)Nc1ccc(S(=O)(=O)N2CCCCC2)cc1
 : 0	24
CCN1C(=O)c2cccc3c(NC(=O)c4ccc(S(=O)(=O)N(C)C)cc4)ccc1c23
 : 0	-4
CCOC(=O)c1[nH]c(C)c(C(=O)NCc2ccc(Cl)cc2)c1C
 : -4	-12
CNC(=O)Oc1ccc2c(c1)[C@]1(C)CCN(C)[C@@H]1N2C
 : -2	-3
CCOc1ccc2[nH]cc(C(=O)N3CCN(CC)CC3)c(=O)c2c1
 : -4	-3
CCS(=O)(=O)c1nc2ccccc2n1CC(=O)N1CCOCC1
 : -1	-20
O=c1c2ccccc2c2ccccc2c(=O)n1Cc1cccnc1
 : 0	-6
COc1ccccc1CNC(=O)C(NC(=O)C1CCCCC1)C(C)C (stereo unspecified)
 : -3	-10
Cc1cc(-c2ccco2)n(CC(=O)O)n1
 : -2	-16
O=C(NCc1cccnc1)c1noc2c1CCCCC2
 : -1	-12
Cc1ccc(C(O)c2nc3ccccc3n2C(C)C)cc1 (stereo unspecified)
 : -1	4
O=C(CNC(=O)c1cc2ccccc2o1)NCc1cccs1
 : 7	9
Cc1nn(-c2ccc(F)cc2)c2sc(C(=O)N3CCCCCC3)cc12
 : 8	16
Cc1ccc(S(=O)(=O)NCCCCCC(=O)NC(C)(C)CO)cc1
 : 3	27
Cc1cc2cc(CNC(=O)C3CC3)ccc2n1C
 : 11	29
COc1cccc(NC(=O)C2CCCN(S(=O)(=O)c3cccc4cccnc34)C2)c1 (stereo unspecified)
 : 0	14
CCCCNC(=O)CCCn1c(=O)[nH]c2ccc(Br)cc2c1=O
 : -1	-2
Nc1nnnn1NCc1cccc(OCc2ccccc2)c1
 : -2	-2
Cc1cc(C)n2nc(S(=O)(=O)N(C)c3ccccc3)nc2n1
 : 4	6
O=C(c1ccc(Cl)s1)N1CCN(c2nc3ccccc3s2)CC1
 : 1	10
Cc1noc(N)c1C(=O)Nc1ccc(F)cc1
 : -3	-15

Three of the entries above in order of the S aureus QS inh GFP MFI % value, low to high.
Compound | S aureus QS inh GFP MFI %
Brc1ccc(C2=Nn3c(nnc3-c3ccncc3)SC2)cc1 | -9
COCCCn1c(SCC(=O)Nc2cccc(C)n2)nnc1-c1ccco1 | -5
COC(=O)CNC(=O)Cn1cnc2sc(C)c(S(=O)(=O)N3CCC(C)CC3)c2c1=O | 12

Screening results from PubChem.

Not all compounds are listed, so the mix of outcomes need not match the whole.
